Source: PubChem BioAssay (National Center for Advancing Translational Sciences (NCATS))
PKM2 act: activators of human pyruvate kinase M2; purified PKM2, Kinase-Glo ATP luminescence, activation; response scale: 0% is enzyme alone, no compound; Potency, µM (doses to about 57.5 µM), without a hit: at the top dose activation, usual class: activators; P14618; hit rate 0.34% among 260,000; AID 1631; further: potency means the concentration at half of the fitted maximal effect; on the % scale 0 is the no-effect control and ±100 the full control effect; nearly all actives have a fitted effect of over 55% in size
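Kinase-Glo luminescence reports ATP generated from ADP (0.1 mM) and PEP (0.5 mM) by purified hPK-M2 after 1 h at room temperature, pH 7.2 imidazole buffer; intermediate enzyme activity allows detecting inhibitors and activators.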
FBPA coupling cs: counter-screen for Giardia aldolase inhibitors: coupling enzyme system | hit rate 0.67% among 290,000 | coupling enzyme system counterscreen, AmpLite Red fluorescence | activity change, negative = inhibition, % at 58.2 µM, hits read low; in the data active means activity change below about -30%; further: on the % scale 0 is the no-effect control and ±100 the full control effect
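Final compound at 57.5 uM, incubated 10 min at RT with coupling enzyme reagent (glyceraldehyde-3-phosphate), then 20 min with substrate and AmpLite Red detection. Fluorescence read at 525/598 nm; tests interference with the coupling assay, not aldolase inhibition.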
ASM inhibitor: blocks human secretory acid sphingomyelinase. placental ASM, HMU-PC fluorogenic substrate, 60 min. Potency, µM (doses to about 57.5 µM), inactives show at the highest dose activity change, negative = inhibition, actives largely listed as inhibitors. hit rate 0.006% among 340,000; further: potency means the concentration at half of the fitted maximal effect
Target sequence (P17405 47-631 limits assumed): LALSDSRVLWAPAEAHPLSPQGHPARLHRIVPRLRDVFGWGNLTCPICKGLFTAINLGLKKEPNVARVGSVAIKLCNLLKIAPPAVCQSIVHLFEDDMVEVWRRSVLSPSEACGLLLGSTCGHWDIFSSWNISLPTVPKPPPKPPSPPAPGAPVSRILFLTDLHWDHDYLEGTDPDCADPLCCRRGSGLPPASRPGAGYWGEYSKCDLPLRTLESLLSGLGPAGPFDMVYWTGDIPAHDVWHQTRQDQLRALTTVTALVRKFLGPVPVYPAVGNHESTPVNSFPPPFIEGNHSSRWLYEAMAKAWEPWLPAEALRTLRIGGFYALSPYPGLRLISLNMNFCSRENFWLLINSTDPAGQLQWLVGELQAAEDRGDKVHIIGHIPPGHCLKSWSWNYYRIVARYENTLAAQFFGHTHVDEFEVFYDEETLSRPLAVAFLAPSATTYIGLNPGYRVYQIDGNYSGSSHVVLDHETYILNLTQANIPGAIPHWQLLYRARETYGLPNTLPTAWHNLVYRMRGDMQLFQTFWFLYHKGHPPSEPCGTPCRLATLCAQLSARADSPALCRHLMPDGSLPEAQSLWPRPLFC
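qHTS format. ASM enzyme prepared from human placenta hydrolyses the fluorogenic substrate HMU-PC0 (9 uM final) over 60 min at 37 °C after a 10 min compound preincubation.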
B2AR arrestin: beta2AR (human) beta-arrestin recruitment activity; P07550; hit rate 0.02% among 330,000; beta-arrestin recruitment to beta2AR, cell-based reporter; AID 492947; Potency, µM (top dose mostly 46.1 µM), for the others: at the highest dose activation, actives largely listed as activators;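 further: potency means the concentration at half of the fitted maximal effect; 0% = DMSO controls and full agonism = EC100 isoproterenol or metaproterenol; nearly all actives have a fitted effect of over 65% in size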
Target sequence (P07550 whole entry, looked up): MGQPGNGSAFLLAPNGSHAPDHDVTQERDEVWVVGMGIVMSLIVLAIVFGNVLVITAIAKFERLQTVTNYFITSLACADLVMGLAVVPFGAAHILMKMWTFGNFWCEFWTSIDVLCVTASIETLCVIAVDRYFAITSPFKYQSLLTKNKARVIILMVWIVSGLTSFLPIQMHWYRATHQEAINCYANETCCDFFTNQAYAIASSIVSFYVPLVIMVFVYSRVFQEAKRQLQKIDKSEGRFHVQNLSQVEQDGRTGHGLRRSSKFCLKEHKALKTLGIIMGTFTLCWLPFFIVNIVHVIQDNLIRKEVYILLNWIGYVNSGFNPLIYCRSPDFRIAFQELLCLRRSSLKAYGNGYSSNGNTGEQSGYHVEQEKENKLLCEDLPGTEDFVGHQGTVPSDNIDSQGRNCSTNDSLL
Giardia killer: kills Giardia lamblia. hit rate 0.15% among 340,000. AID 540267. activity change, % at 7.66 µM, hits read low. Giardia lamblia trophozoite viability; in the data active means activity change below about -80%; inconclusive means between about -30% and that limit;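 further: parasites exposed to compound for two days anaerobically before the ATP read; on the % scale 0 is the no-effect control and ±100 the full control effect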
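Killing of trophozoites was scored by loss of ATP luminescence after a 48 hrs anaerobic exposure to compounds at 37 deg C, using 100 cells per well.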
Menin MLL FP TR: displaces Texas Red mutant MLL peptide from human menin; AID 1768; Potency, µM (series often up to 61.6 µM), inactives show top-dose FP activity change, negative = inhibition, hits mostly inhibitors; Menin + Texas Red MLL mutant peptide, fluorescence polarization; hit rate 0.23% among 270,000; O00255; active means well fitted inhibition curve with a large enough effect in the polarisation, with a control signal flat, not every such curve was filed as active; inconclusive means small, poorly fitted or top-dose-only effect, or effect the other way, or a change in a side signal; inactive means no such curve, though single readings can be large or run the other way; the % refers to the polarisation; further: potency means the concentration at half of the fitted maximal effect; % of control where 0% means no effect; many of its hits are not listed in these tables
a7 integrin act: activators of alpha7 integrin expression for muscular dystrophy; hit rate 0.064% among 350,000; Potency, µM (highest dose often 38.3 µM), without a hit: at the top dose activation, hits mostly activators; alpha7betagal myoblasts, beta-gal FDG fluorescence, 48 h; AID 624291;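 further: potency means the concentration at half of the fitted maximal effect; 100% = response of the positive control SU9516; nearly all actives have a fitted effect of over 60% in size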
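alpha7betagal+/- myoblasts (passage 13, 250/well) treated 48 h at 37C with compounds at 1:260 dilution of DMSO stock. Lysed, then beta-galactosidase activity read as FDG fluorescence (ex 480/em 540) after 30 min, with pre-read for autofluorescence.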
Tb PFK inh: T. brucei PFK enzyme inhibition | T. brucei PFK, ADP-Glo luminescence | Potency, µM (highest dose often 57.5 µM), inactives show at the highest dose activity, negative = inhibition, usual class: inhibitors | hit rate 0.17% among 330,000;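 further: potency means the concentration at half of the fitted maximal effect; 0% = uninhibited 1x PFK enzyme wells and -100% = no-enzyme wells; nearly all actives have a fitted effect of over 60% in size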
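Luminescent ADP detection (ADP-Glo, two-step: ATP depletion then ADP-to-ATP conversion for luciferase) reported PFK activity after 45 min room-temperature reaction of 1.25 nM enzyme with 0.5 mM F6P and 0.1 mM ATP at pH 8.0.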
BCR signal inh: chronic active BCR signaling inhibition | ABC-DLBCL IkBa-CBG/CBR reporter, luminescence ratio, 4 h | Potency, µM (doses to about 46.1 µM), for the others: at the top dose ratio change, negative = lower green/red ratio, most hits filed as inhibitors | hit rate 0.05% among 340,000; active means well fitted inhibition curve with a large enough effect in the signal ratio, with a control signal flat, not every such curve was filed as active; inconclusive means small, poorly fitted or top-dose-only effect, or effect the other way, or a change in a side signal; the % refers to the signal ratio;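 further: potency means the concentration at half of the fitted maximal effect; plate controls were basal doxycycline-induced cells for no effect and cells given 10 µM MG132 for full effect; MG132 reads +100%, hits lower the ratio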
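Compounds up to 46 uM were incubated four hours with TMD8 cells whose green CBG68 luciferase is fused to IkappaBalpha; red CBR luminescence normalised the signal, and concentration-effect curves were fitted to fusion, red and ratio data.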
TSG101-PTAP inh: blocks PTAP/TSG101 interaction to inhibit HIV-1 budding; Q99816; Fluorescence polarization, FITC-PTAP peptide / Tsg101 binding; 340,000 tested, under 10 active; Potency, µM (titrated, usually from 115 µM), for inactives: at the highest dose activity change, negative = inhibition, hits mostly inhibitors; active means well fitted inhibition curve with a large enough effect in the main read-out, with a control signal flat, not every such curve was filed as active; inconclusive means small, poorly fitted or top-dose-only effect, or effect the other way, or a change in a side signal; inactive means no such curve, though single readings can be large or run the other way; further: potency means the concentration at half of the fitted maximal effect; % of control where 0% means no effect
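Fluorescence polarization binding of Tsg101 binding domain (10 uM final) to FITC-labeled PTAP peptide (50 nM final) in HEPES pH 7.5 buffer with NaCl, Tween 20, EDTA, TCEP. Compounds added before peptide; binding 20 min at RT.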
GALK inh: inhibitors of human galactokinase. Purified GALK, Kinase-Glo residual ATP luminescence. Potency, µM (top dose mostly 57.5 µM), for inactives: at the top dose activity change, negative = inhibition, hits mostly inhibitors. hit rate 0.007% among 270,000. AID 1868; further: potency means the concentration at half of the fitted maximal effect; on the % scale 0 is the no-effect control and ±100 the full control effect
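5 nM enzyme, 35 uM ATP, 100 uM galactose, 20 mM HEPES pH8.0, 5 mM MgCl2; 1 h RT; residual ATP by Kinase-Glo Plus luminescence, qHTS format.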
Starred values were filed as active, the others as inactive; i = inactive; ? = inconclusive; / = not tested or not shown; & = joins results of further samples; [ ] = another dose, or the depositor's remark. Unless noted, the call rests on the fitted dose curve; in most records, active means well fitted curve in the direction sought with a large enough effect; inconclusive means small, poorly fitted or top-dose-only effect, or another doubt; inactive means no such curve, though single readings can be large; an effect the other way counts as inactive or inconclusive. Some of the compounds tested. The share of hits here may be higher or lower than overall.

SMILES	PKM2 act	FBPA coupling cs	ASM inhibitor	B2AR arrestin	Giardia killer	Menin MLL FP TR	a7 integrin act	Tb PFK inh	BCR signal inh	TSG101-PTAP inh	GALK inh
Cc1ccc(NC(=O)COC(=O)c2csc3c2CCC(C)C3)cc1S(=O)(=O)N1CCCCC1 (stereo unspecified)	-8%	-1	-11%	-0.7%	-6	1%	-3%	-5%	?	-1%	1%
CN(Cc1nc(-c2cnccn2)no1)Cc1cccc2ccccc12	-3%	-1	-1%	-0.1%	-5	0%	23%	2%	4%	-1%	5%
CC(C)C(=O)N1CCN(CCN=CC2=C(O)CC(c3ccco3)CC2=O)CC1 (stereo unspecified)	-15%	-5	5%&5%	-0.5%	-11&4	-4%	27%&40%	1%	-11%	-6%&-7%	2%
CCN1C(=O)c2cccc3c(S(=O)(=O)NCc4ccccn4)ccc1c23	-5%	-1	221%[activator]	-0.1%	0	/	-13%	-6%	-21%	-5%	-2%
CC(=O)Nc1ccc(S(=O)(=O)N(c2cccnc2)S(=O)(=O)c2ccc(NC(C)=O)cc2)cc1	7%	0	-1%	2.6%	4	9%	1%[7.66 µM]	-12%	?	-3%	-2%
CCOC(=O)c1c(C)[nH]c(C(=O)CSc2ccccc2)c1C	-4%	6	-2%	-0.5%	19	14%	8%	0%	?	0%	3%
Cn1cnnc1SCC(=O)Nc1sc2c(c1C#N)CCCCC2	18%	-42*	-2%	3.9%	6	-24%	-7%	-1%	-3%	1%	1%
CCOc1ccc(NC(=O)c2cccc(OC(=S)N3CCC(C)CC3)c2)cc1	-5%	-2	-8%	3.6%	12	/	-33%	0%	?	-9%	0%
Cc1cc(SC2CCOC2=O)nc2ccccc12 (stereo unspecified)	/	0	-1%	0.0%	-2	-12%	-8%	1%	-3%	-4%	11%
Cc1ccc(-n2c(C)c(C)c3c(NCCO)ncnc32)cc1	/	-1	2%	-0.5%	63[activator]	?	2%	13%	?	-9%	12%
CCCN=C(Nc1ccc(Cl)cc1)c1cccnc1	1%	4	-6%	0.2%	15	11%	3%	2%	3%	-9%	0%
O=C(NCc1cccnc1)c1cnc2n(c1=O)CCS2	-19%	4	-1%	-1.7%	11	18%	16%	0%	-10%	-9%	0%
Cc1cc(=O)[nH]c(SCC(=O)C23CC4CC(CC(C4)C2)C3)c1C#N	1%	-2	4%	-0.1%	9	7%	7%	1%	?	1%	1%
CCNC(=S)N1CCC(c2nc3cc(C)c(C)cc3[nH]2)CC1	-8%	1	2%	0.3%	0	0%	-16%	1%	-1%	-2%	-2%
COc1ccc(-c2cc(C(F)F)n3ncc(C(=O)N4CCCc5ccccc54)c3n2)cc1	0%	2	20%	1.0%	31[activator]	-12%	-10%	3%	1%	-4%	1%
CCc1ccc(NS(=O)(=O)c2cccs2)cc1	-2%	-2	-3%	-1.1%	8	6%	-12%	-4%	14%	-3%	-1%
O=C1c2ccccc2C(=O)N1c1ncccn1	-1%	4	0%	-1.0%	-4	27%	4%	-2%	-1%	1%	-1%
O=C(CC(c1ccccc1)c1ccccc1)NCC(O)c1ccc([N+](=O)[O-])cc1 (stereo unspecified)	-2%	1	-4%	0.1%	-24	?	0%	-1%	?	-8%	8%
Oc1ccc(-c2onc(C(F)(F)F)c2-c2cscn2)c(O)c1	-1%	0	-2%	-0.1%	0	24%	-3%	-2%	?	0%	-4%
Cc1ccc(-n2c(=O)c(C#N)cc3c(=O)n4ccccc4nc32)cc1	1%	1	i	3.2%	-10	-5%	-41%	0%	-6%	-3%	3%
Cc1ccc(/C=C(\C#N)C(=O)NCc2ccco2)o1	21%	-3	1%	0.0%	5	0%	14%	0%	?	-2%	1%
COc1ccccc1NC(=O)Cn1c(CCC(=O)O)ccc1-c1ccc(C)cc1	10%	20	16%	0.2%	-7	-1%	-16%	6%	17%	1%	7%
Cc1ccc(CNC(=O)CSc2ccc(-c3ccco3)nn2)cc1	-2%	0	-3%	0.0%	-12	-13%	26%	-6%	4%	0%	1%
Cc1nc(-c2ccc3c(c2)CCC(=O)N3)cs1	-11%	0	2%	0.7%	1	/	10%	1%	-2%	-5%	-1%
O=C1C2ON(c3ccc(Cl)cc3)C(c3ccco3)C2C(=O)N1c1ccccc1 (stereo unspecified)	5%	-7	-9%	-0.7%	-1	?	31%	17%	?	-6%	0%
Cc1ccc(-n2c(C)cc(/C([O-])=C(/C(=S)Nc3ccc(F)c(Cl)c3)[n+]3ccccc3)c2C)cc1	0%	-11	-9%	0.6%	3	25%	-24%	-7%	?	-8%	0%
COc1cccc(-c2csc(N3CCN(C(=O)Nc4ccccc4OC)CC3)n2)c1	0%	5	-3%	-0.1%	-1	-26%	5%	-1%	?	-4%	0%
CCOc1ccc(CC(=O)Nc2ccc(S(=O)(=O)Nc3cc(C)on3)cc2)cc1OCC	1%	8	-4%	?	11	2%	?	-2%	-1%	-4%	-1%
O=C(NCCN1C(=O)S/C(=C\c2ccc(OC(F)F)cc2)C1=O)c1cnccn1	4%	-2	-1%	-0.7%	1	8%	-30%	8%	?	0%	1%
O=C(C1CCCO1)N1CCN(C(=S)Nc2ccc(Cl)cc2)CC1 (stereo unspecified)	-1%	2	6%	-0.2%	-22	-25%	11%	-1%	6%	0%	1%
O=C(Nc1ccc(S(=O)(=O)N2CCOCC2)cc1)c1ccc(=O)[nH]c1	0%	1	-2%	0.2%	6	/	26%	-29%	5%	0%	-3%
CCOP(=O)(Nc1ccc2oc(=O)c3ccccc3c2c1)OCC	-7%	1	0%	-0.2%	15	-11%	1%	?	-12%	-1%	5%
O=C(CCc1ccccc1)Nc1ccccc1[N+](=O)[O-]	6%	0	2%	-0.3%	-15	18%	-10%	13%	-19%	0%	1%
C#CC[N+](C)(C)CC#Cc1ccc(Cl)cc1	5%	1	0%	0.0%	?	-15%	-25%	-1%	-2%	-1%	-1%
COc1ccc(CN(C(=O)c2ccc(-c3ccccc3)[nH]2)C(C(=O)NCC2CCCO2)c2ccc(C)o2)cc1 (stereo unspecified)	1%	-6	-24%	0.1%	3	?	-9%	-4%	5%	2%	2%
COc1ccc(OCc2cc(C(=O)NCCCc3ccccc3)no2)c(Cl)c1	1%	/	-5%	-0.8%	-2	/	-10%	2%	-1%	-2%	1%
CCOc1ccccc1NC(=O)C1CCCN(S(=O)(=O)c2ccc3c(c2)C(C)(C)C(=O)N3C)C1 (stereo unspecified)	13%	-1	-1%	-0.8%	-16	-6%	-20%	0%	-6%	-2%	/
CC(=O)n1nc(-c2ccccc2)nc1NCc1ccc(F)cc1	-5%	3	-3%	0.6%	-10	11%	15%	-1%	-2%	-7%	-3%
